TTR transcr act = increases transthyretin transcription; AID 1117267; 92,000 tested, 1.3% active; activation, % at 16.7 µM; SH-SY5Y TTR promoter Gaussia luciferase, luminescence; 100% = recombinant luciferase protein wells;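 active = activation above the mean of all tested compounds plus 3 SD, cut at about 9.5% in these data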;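 also: cells exposed to compounds for one day before reading; 0% = median of all test compound wells on the plate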
An asterisk follows results filed as active; & = joins results of further samples. The list is partial. The share of hits here may be higher or lower than overall.

SMILES	TTR transcr act
CSc1nc(C)cc(Oc2ccc(=O)n(C)n2)n1	3.5
Cc1cc(C(=O)COC(=O)Cc2ccc(Cl)cc2)c(C)n1C	2.5
Cc1cc(NC(=NC2CC2)c2ccccc2)n(-c2ccccc2)n1	-0.9
CCOc1ccc(C(=S)N2CCN(C)CC2)cc1	2.4
CCc1nc(CN2CCCC(C(=O)c3ccc4c5c(cccc35)CC4)C2)c(C)[nH]1 (stereo not drawn)	0.5
COc1ccc(N(CC(=O)NC2CCCC2)C(=O)Cn2nnc(-c3ccc(C)cc3)n2)cc1	3.5
CCCCN1C(Nc2ccccc2)=NC[C@@H]1Cc1ccccc1	0.2
CN(C)CCN1C(=O)C(=O)/C(=C(/O)c2ccc3c(c2)OCCO3)C1c1ccccn1 (stereo not drawn)	3.6
Nc1ncc(-c2ccccc2)c(-c2ccc(O)cc2O)n1	5.5
Cc1noc(C)c1NC(=O)Nc1cccc2c1O[C@H](CN(C)S(=O)(=O)c1cn(C)cn1)[C@@H](C)CN([C@H](C)CO)C2=O	4.0
CCOC(=O)CC1C(=O)NCCN1C1CCCC1 (stereo not drawn)	1.2
OCC[C@H]1C[C@@H](O)[C@H](O)[C@@]2(CCc3ccccc3CO2)O1	0.6
COC(=O)c1ccc(CNC(=O)Cn2cnnn2)cc1	0.2
C/C(=N\NC(=O)c1ccoc1C)c1ccc(Br)s1	-0.1
CN(C)C(CNC(=O)C1CCCN(C(=O)c2ccc(Cl)cc2)C1)c1ccco1 (stereo not drawn)	0.0
Cn1c(=O)oc2cc(S(=O)(=O)NCCC(=O)NC3CCCC3)ccc21	2.4
COc1cc(/C=N/NC(=O)CSc2cc(C)c(Br)cc2C)ccc1O	0.1
COc1cccc(CNC(=O)CCC2CCCN(C(=O)c3cscn3)C2)c1 (stereo not drawn)	-0.7
Oc1ccc(Nc2nnc(-c3ccc(O)cc3)c3ccccc23)cc1	-1.3
Cc1ccc(NC(=O)Cn2cccc2)c(Br)c1	1.1
CCCCN(C=O)c1c(CC)nc2ccc(C(=O)NCCCN3CCCC3=O)cn12	-0.4
N/C(=N\c1nc(CSc2nnnn2-c2ccccc2)cc(=O)[nH]1)Nc1ccccc1	-2.3
c1csc(-c2nc3c4ccccc4c4ccccc4c3[nH]2)c1	-1.2
CCCn1c(SCC(=O)NC2CCCC2)nnc1-c1ccccn1	-0.3
CCOC(=O)C1CCN(c2c(NC3CCCCCCC3)c(=O)c2=O)CC1	1.9
CC1(C)Cc2nc3oc4c(=O)n(CC(=O)Nc5cccc(Cl)c5)cnc4c3cc2CO1	1.2
CCCCCN1C(=O)/C(=C/c2c(N3CCc4ccccc4C3)nc3ccccn3c2=O)SC1=S	8.7
CC(=O)C1=CCC(c2ccc(F)cc2)N(S(=O)(=O)c2ccc(C)cc2)C1 (stereo not drawn)	-0.6
CC(C)(C)OC(=O)NCCc1nnc(SCC(=O)Nc2ccc(Br)cc2)o1	-2.5
CC12C=CC(=O)C=C1C(F)CC1C3CCC(O)(C(=O)CO)C3(C)CC(O)C12F (stereo not drawn)	-1.3
COc1ccc(C(=O)ON=C2CCN(C)CC2)cc1	1.7
O=C(CCNC(=O)c1ccccc1Cl)NCc1ccco1	-0.9
CC1CN(Cc2ccccn2)CCC1=O (stereo not drawn)	-0.2
O=C(Nc1cccc(C(F)(F)F)c1)c1ccc(-n2cncn2)nc1	-0.7
CC(=O)Nc1cccc(-c2ccnc3c2CC(C(=O)NCc2ccc(N(C)C)cc2)O3)c1 (stereo not drawn)	-0.5
Cc1ccc(CC(=O)Nc2ccc(S(=O)(=O)N3CCOCC3)cc2)cc1C	-4.2

Copied from the entries so far (17 entries):
SMILES	TTR transcr act
Cc1ccc(NC(=O)Cn2cccc2)c(Br)c1	1.1
CCCCN(C=O)c1c(CC)nc2ccc(C(=O)NCCCN3CCCC3=O)cn12	-0.4
N/C(=N\c1nc(CSc2nnnn2-c2ccccc2)cc(=O)[nH]1)Nc1ccccc1	-2.3
c1csc(-c2nc3c4ccccc4c4ccccc4c3[nH]2)c1	-1.2
CCCn1c(SCC(=O)NC2CCCC2)nnc1-c1ccccn1	-0.3
CCOC(=O)C1CCN(c2c(NC3CCCCCCC3)c(=O)c2=O)CC1	1.9
CC1(C)Cc2nc3oc4c(=O)n(CC(=O)Nc5cccc(Cl)c5)cnc4c3cc2CO1	1.2
CCCCCN1C(=O)/C(=C/c2c(N3CCc4ccccc4C3)nc3ccccn3c2=O)SC1=S	8.7
CC(=O)C1=CCC(c2ccc(F)cc2)N(S(=O)(=O)c2ccc(C)cc2)C1 (stereo not drawn)	-0.6
CC(C)(C)OC(=O)NCCc1nnc(SCC(=O)Nc2ccc(Br)cc2)o1	-2.5
CC12C=CC(=O)C=C1C(F)CC1C3CCC(O)(C(=O)CO)C3(C)CC(O)C12F (stereo not drawn)	-1.3
COc1ccc(C(=O)ON=C2CCN(C)CC2)cc1	1.7
O=C(CCNC(=O)c1ccccc1Cl)NCc1ccco1	-0.9
CC1CN(Cc2ccccn2)CCC1=O (stereo not drawn)	-0.2
O=C(Nc1cccc(C(F)(F)F)c1)c1ccc(-n2cncn2)nc1	-0.7
CC(=O)Nc1cccc(-c2ccnc3c2CC(C(=O)NCc2ccc(N(C)C)cc2)O3)c1 (stereo not drawn)	-0.5
Cc1ccc(CC(=O)Nc2ccc(S(=O)(=O)N3CCOCC3)cc2)cc1C	-4.2

Later entries:
SMILES	TTR transcr act
CC(=O)N1C(C)(C)CC(=NOC(=O)c2ccccc2)CC1(C)C	-0.5
CCOc1ccc(NN=C(C(=O)OC)C(=O)OC)c([N+](=O)[O-])c1	-1.1
CCc1n[nH]c(=S)n1/N=C/c1ccc(-c2ccc(Br)cc2)o1	1.4
COc1ccc2[nH]c3c(c2c1)CCN1C(=O)C(CC(=O)NCCCn2ccnc2)C[C@H](C(=O)N2CCOCC2)[C@@]31CCC1CCCC1 (stereo partly drawn)	-2.1
C[C@@H]1Cc2cc(O)c(O)c(O)c2C(=O)O1	2.4
CCOc1ccc(NC(=O)CN(c2ccc(OC)c(OC)c2)S(=O)(=O)c2ccc(C)cc2)cc1	-1.4
CC1(NC(=O)NCc2ccco2)CCS(=O)(=O)C1 (stereo not drawn)	-0.9
COc1ccc(OC)c(C(=O)NC(CC(N)=O)c2ccc(N3CCN(c4ccc(F)cc4)CC3)c([N+](=O)[O-])c2)c1 (stereo not drawn)	-0.7
CCOC(=O)C1=CN(Cc2cccc(F)c2)S(=O)(=O)N(C)C1c1ccc2ccccc2c1 (stereo not drawn)	1.0
COc1ccc(Nc2cc(=O)n(-c3ccccc3)c3c2c(=O)n(C)c(=O)n3C)cc1	0.6
O=C(NCc1cccnc1)c1cc(C2CCCN(C(=O)CCCc3ccccc3)C2)on1 (stereo not drawn)	-1.4
O=C(Cc1c(Cl)cccc1Cl)OCC(=O)N1CCN(C(=O)c2ccco2)CC1	-0.6
O=C(Nc1ccc(Br)c(Cl)c1)c1ccco1	-2.0
Cc1nc(N2CCN(C(=O)COc3ccccc3C)CC2)c2c3c(sc2n1)CCCC3	2.2
O=C(NCc1ccccc1Cl)C(=O)c1cn(CC(=O)N2CCOCC2)c2ccccc12	4.8
COc1cc(OC)c2c(N)c(C#N)c(C(F)(F)C(F)(F)F)nc2c1	-2.5
COc1ccc2oc(=N)c(-c3nnc4n3CCCCC4)cc2c1	-0.1
CC(C)[C@H](NC(=O)c1ccccc1F)C(=O)Nc1nc2c(s1)CCCC2	0.0
N#Cc1c(N)nc2c(c1-c1ccncc1)CCCCCC2	1.1
CCOCCCNC(=O)c1[nH]c(C)c(C(C)=O)c1C	7.5
CN(C(=O)c1ccc(NC(=O)Cc2ccc(NC(=O)C3CCCN(C(=O)C4CCC4)C3)cc2)cc1)C1CCCC1 (stereo not drawn)	0.9
Cc1ccc(-c2nc(N)s[n+]2-c2ccccc2)cc1	0.7
CC(NC(=O)/C=C/c1ccco1)c1nc2ccccc2n1Cc1cccc(Cl)c1 (stereo not drawn)	0.1
CCOCc1c(C(=O)OCC(=O)NCc2ccc(F)cc2)oc2ccccc12	0.8
COc1ccc(S(=O)(=O)N2CCC(C(=O)NC3CC3)CC2)cc1C	-0.7
COc1ccc(C(=O)NC(=S)Nc2cccc3cc(O)ccc23)cc1OC	-1.6
Cc1ccc(OCC(=O)NC(=S)Nc2cccc(NC(=O)c3ccc(Cl)cc3Cl)c2)cc1	3.2
CCOc1cc(CNCc2ccncc2)cc(Br)c1OCc1ccccc1F	-7.5
COCc1cccc(-c2csc(C(C)(NC(C)=O)c3ccccc3)n2)c1 (stereo not drawn)	3.1
COc1ccc(-c2nc(C#N)c(N3CCN(c4ccccc4)CC3)o2)cc1	0.4
NNC(=O)CCS(=O)(=O)c1ccc2ccccc2c1	1.1
Cc1cc(C)n(C(=O)CNc2cccc(Cl)c2C)n1	10.7*
N#Cc1c2c(c(NCc3cccnc3)n3c1nc1ccccc13)CCC2	0.9
O=C1CCCC/C1=C/Nc1cccc(C(F)(F)F)c1	0.1
O=C(c1cc(-c2ccc(O)cc2)on1)N1CCN(c2ccccc2)CC1	1.0
CS(=O)(=O)N1CCC(Oc2ccccc2C(=O)N2CCN(CC3CC3)CC2)CC1	0.1
CCCCCC(=O)N1C[C@H](O)[C@@H](n2cc(COC(=O)c3ccccc3)nn2)C[C@@H]1c1ccccc1	1.1
NS(=O)(=O)c1ccc(CCNC(=O)COC(=O)COc2cccc(C(F)(F)F)c2)cc1	-1.9
COc1ccc(Oc2ccc(C(F)(F)F)cc2NC(=O)CC(CC(=O)O)c2ccccc2)cc1 (stereo not drawn)	0.8
NC(c1csc(NC(=O)Nc2ccc(OC(F)(F)F)cc2)n1)C1CCCCC1 (stereo not drawn)	-2.8
Cc1ccc(CN(C)CCc2ccccn2)cc1	2.4
C/C=C\C(=O)Nc1cccc(C2=NOC3(C2)C[C@@H](C(N)=O)N(C(=O)CCCCC)C3)c1 (stereo partly drawn)	4.1
CC(C)n1cnc2c(NCc3ccccc3)cc(Cc3ccc(F)cc3)cc21	-6.8
Cc1nnsc1SCCNC(=O)c1ccc(F)cc1	-2.9
COCCn1c(=O)[nH]c(=O)c2c1nc(-c1cc(Br)c3c(c1)OCO3)n2Cc1ccccc1	-0.1
Cc1cc(C(=O)N2CCCC(N3CCN(c4ccc(F)cc4)CC3)C2)c(C)o1 (stereo not drawn)	-0.2
NS(=O)(=O)c1ccc(NN=C2CCN(Cc3ccccc3)CC2)c([N+](=O)[O-])c1	-1.4
COc1ccc(S(=O)(=O)N2CCOCC2)cc1C(=O)N(C)Cc1ccccc1F	-0.1
CC(=O)Nc1ccc(NC(=O)COc2ccccc2C(=O)Nc2cccc(Cl)c2Cl)cc1	2.8
Cc1ccc(Nc2nc(Cl)nc(N(C)C#N)n2)cc1	-1.2
CC(c1cccnc1)N(C(=O)Nc1ccccc1)C1CCCCC1 (stereo not drawn)	1.3
COc1ccccc1OCC(=O)N1CCCC(Nc2cccc(F)c2)C1 (stereo not drawn)	3.5
O=C(OCC(=O)N1CCC(Cc2ccccc2)CC1)c1ccc(CO)cc1	1.4
CN(C)CCCN(C(=O)c1ccc(S(=O)(=O)N2CCCCCC2)cc1)c1nc2cc3c(cc2s1)OCCO3	3.0
COCc1nnc(NC(=O)c2cccc(NC(=O)c3ccccc3)c2)s1	-2.8
Cc1ccccc1-n1c([C@@H]2C[C@H]2c2ccccc2)n[nH]c1=S	5.5
S=C(NCCc1ccccc1)N1CCC2CC1c1cc(-c3ccc4c(c3)OCO4)ccc12 (stereo not drawn)	-3.7
CCc1cccc(CC)c1N1C(=O)CSCC1=O	2.1
O=C(c1ccc(C(F)(F)F)cc1)n1ccc(-c2cccs2)n1	2.8
C=CCc1ccccc1OCCCCN1CCCC1	0.5
(more compounds)
SMILES	TTR transcr act
CC(C)O/C(=N/S(=O)(=O)c1ccc(Cl)cc1)c1ccccc1	0.1
COc1cc(NC(=O)c2cc3nc(C)cc(C)n3n2)c(OC)cc1Cl	-3.6
O=C1C2C3C=CC(C4CC34)C2C(=O)N1Cc1ccco1 (stereo not drawn)	-1.1
O=C(O)c1cc(-c2ccc(/C=C3\NC(=O)N(c4ccccc4)C3=O)o2)ccc1Cl	-1.0
CCOC(=O)c1ccc(NC(=O)CSc2nnc(CCc3ccc(C)o3)n2-c2ccccc2)cc1	-1.3
COc1cccc(NC(C)(C)c2nnnn2-c2c(C)cccc2C)c1	-1.0
Cc1ccccc1Nc1nnc(SCC(=O)NC2CCCc3ccccc32)s1 (stereo not drawn)	0.5
Cc1ccccc1C(=O)N1CCCC(N2CCN(Cc3ccc4c(c3)OCO4)CC2)C1 (stereo not drawn)	-2.0
Cc1ccc(C(C)C)c(OCc2ccc(-c3nnco3)cc2)c1	-4.8
COc1ccccc1CNC(=O)CSc1ccc(-c2cccs2)nn1	2.6
COc1ccc(OC)c(C2CC(=O)C3=C(C2)NC(=O)CC3c2ccc(O)c(OC)c2)c1 (stereo not drawn)	5.8
Cc1cn([C@H]2C[C@H](O)[C@@H](/C=C/C(=O)NCCc3cccnc3)O2)c(=O)[nH]c1=O	2.3
O=C(c1ccco1)N1CCN=C1SCc1ccc(F)cc1	-2.1
COc1cc(OC)cc(C(=O)Nc2c(C)nn(-c3ccccc3)c2C)c1	2.3
O=C(COC(=O)c1cccc(Br)c1)Nc1cccc(S(=O)(=O)N2CCCCC2)c1	0.0
CN(C)C(=O)C1(c2ccccc2)CCN(S(=O)(=O)c2ccccc2)CC1	-4.9
Cc1cc(C)n2cc(CSc3ccc(Br)cc3)nc2n1	0.5
Cc1ccc(S(=O)(=O)N2CCc3cc4c(cc3C2C)OCCCO4)cc1 (stereo not drawn)	-0.9
Cn1c(=O)c2c(n(Cc3ccccc3)c1=O)NC(=O)C2CC(=O)O (stereo not drawn)	-0.1
CN(C)S(=O)(=O)Nc1ccc2c(c1)Cc1ccccc1-2	-2.2
COC(=O)C1=CN(c2cccc(C)c2)C=C(C(=O)OC)C1c1cc(OC)c(O)c([N+](=O)[O-])c1	0.9
CCOC(=O)c1cc2c(=O)n3cccc(C)c3nc2n(Cc2ccco2)c1=NC(=O)c1ccccc1	2.1&-1.7
O=C(NC1(C(F)(F)F)NC(=O)N(c2ccccc2)C1=O)c1cccs1 (stereo not drawn)	2.1
Cc1ccc(Nc2c([N+](=O)[O-])cc(C(=O)N3CC(=O)Nc4ccccc43)cc2[N+](=O)[O-])c(C)c1	-4.0

Another view of 2 compounds above:
mol | TTR transcr act
Cc1ccc(S(=O)(=O)N2CCc3cc4c(cc3C2C)OCCCO4)cc1 (stereo not drawn) | -0.9
Cn1c(=O)c2c(n(Cc3ccccc3)c1=O)NC(=O)C2CC(=O)O (stereo not drawn) | -0.1
